# From PubChem BioAssay
# TCR act = activators of T cell receptors; 330,000 tested, under 10 active; Potency, µM (top dose mostly 9.22 µM), inactives show top-dose activation of IL-2 secretion, hits mostly activators; AID 504894; primary human leukocytes, anti-CD3, IL-2 HTRF, 48 h; further: % of control where 0% means no effect
#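 Primary human leukocytes receive a-CD3 beads and test compound and are incubated 48 hr. Secreted IL-2 is then assayed by HTRF, measuring 665nm acceptor emission after 320nm excitation of the europium donor.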
# ELG1 DNA repair = inhibitors of ELG1-dependent DNA repair in HEK293T cells | HEK293T ELG1-luciferase reporter, luminescence, 16 h; DNA damage induced by 5-fluorouridine | AID 504467 | Potency, µM (top dose mostly 46.1 µM), without a hit: at the top dose activity change, negative = inhibition, hits mostly inhibitors | hit rate 2.3% among 330,000; further: potency means the concentration at half of the fitted maximal effect; on the % scale 0 is the no-effect control and ±100 the full control effect; nearly all actives have a fitted effect of over 55% in size
#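 5-Fluorouridine DNA damage + compound/DMSO, 2,000 cells/well, 16 h, 37 °C/5% CO2. ONE-Glo, 30 min RT, luminescence. Readout = decrease in reporter signal.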
# B2AR arrestin = beta2AR (human) beta-arrestin recruitment activity; beta-arrestin recruitment to beta2AR, cell-based reporter; Potency, µM (top dose mostly 46.1 µM), for inactives: at the highest dose activation, most hits filed as activators; hit rate 0.02% among 330,000; AID 492947;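 further: potency means the concentration at half of the fitted maximal effect; 0% = DMSO controls and full agonism = EC100 isoproterenol or metaproterenol; nearly all actives have a fitted effect of over 65% in size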
# Target sequence (P07550 whole entry, looked up): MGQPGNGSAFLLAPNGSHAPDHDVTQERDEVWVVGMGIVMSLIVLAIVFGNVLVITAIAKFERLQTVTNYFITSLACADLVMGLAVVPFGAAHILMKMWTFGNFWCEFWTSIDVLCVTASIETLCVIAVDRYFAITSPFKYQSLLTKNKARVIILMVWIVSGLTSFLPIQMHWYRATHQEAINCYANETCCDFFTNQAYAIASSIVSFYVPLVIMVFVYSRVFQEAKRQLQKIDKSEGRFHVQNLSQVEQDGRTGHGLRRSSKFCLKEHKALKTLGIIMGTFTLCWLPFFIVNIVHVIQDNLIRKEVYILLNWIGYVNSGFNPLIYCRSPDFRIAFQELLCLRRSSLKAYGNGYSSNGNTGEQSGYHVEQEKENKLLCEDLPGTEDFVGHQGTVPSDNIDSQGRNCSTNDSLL
# TSG101-PTAP inh = blocks PTAP/TSG101 interaction to inhibit HIV-1 budding. Q99816. Fluorescence polarization, FITC-PTAP peptide / Tsg101 binding. Potency, µM (top dose mostly 115 µM), for the others: at the top dose activity change, negative = inhibition, most hits filed as inhibitors. 340,000 tested, under 10 active; active means well fitted inhibition curve with a large enough effect in the main read-out, with a control signal flat, not every such curve was filed as active; inconclusive means small, poorly fitted or top-dose-only effect, or effect the other way, or a change in a side signal; inactive means no such curve, though single readings can be large or run the other way; further: potency means the concentration at half of the fitted maximal effect; % of control where 0% means no effect
# Target sequence (Q99816 whole entry, looked up): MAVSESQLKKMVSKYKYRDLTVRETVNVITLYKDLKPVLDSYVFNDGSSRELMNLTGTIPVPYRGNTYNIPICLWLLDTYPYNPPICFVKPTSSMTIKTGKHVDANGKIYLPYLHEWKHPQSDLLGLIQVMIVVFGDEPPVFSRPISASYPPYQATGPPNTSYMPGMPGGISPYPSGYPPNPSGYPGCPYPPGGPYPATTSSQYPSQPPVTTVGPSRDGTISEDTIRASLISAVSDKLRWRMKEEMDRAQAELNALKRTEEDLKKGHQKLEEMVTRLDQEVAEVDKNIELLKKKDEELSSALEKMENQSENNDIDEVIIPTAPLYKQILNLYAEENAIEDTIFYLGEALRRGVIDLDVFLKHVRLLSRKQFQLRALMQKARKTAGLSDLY
#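 Fluorescence polarization binding of Tsg101 binding domain (10 uM final) to FITC-labeled PTAP peptide (50 nM final) in HEPES pH 7.5 buffer with NaCl, Tween 20, EDTA, TCEP. Compounds added before peptide; binding 20 min at RT.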
# Mito fusion yeast = mitochondrial division inhibition or fusion activation; Potency, µM (highest dose often 46.1 µM), for inactives: top-dose growth rescue (activation), hits mostly activators; AID 485298; hit rate 0.23% among 320,000; S. cerevisiae fusion-defective mutant growth rescue, CellTiterGlo 48 h;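 further: potency means the concentration at half of the fitted maximal effect; % of control where 0% means no effect; nearly all actives have a fitted effect of over 45% in size; temperature-sensitive fusion mutants such as fzo1-1 at 37 °C on non-fermentable ethanol glycerol medium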
#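 Luminescent cell viability in 1536-well qHTS format served as the measure of rescued growth in ts fusion-mutant S. cerevisiae cultured on non-fermentable YPEG for 48 hours at 37C.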
# Eya2 phos inh = blocks the phosphatase activity of human Eya2; hit rate 0.006% among 330,000; O00167; Potency, µM (highest dose often 76.9 µM), inactives show at the top dose activity, negative = inhibition, actives largely listed as inhibitors; recombinant Eya2, OMFP fluorescence dephosphorylation (OMFP is methylfluorescein phosphate); further: potency means the concentration at half of the fitted maximal effect; on the % scale 0 is the no-effect control and ±100 the full control effect
#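 Eya2 (0.2 uM) preincubated 10 min at ambient with compound, then OMFP substrate added at 50 uM; 10 min reaction in 50 mM HEPES pH 7.5, 50 mM NaCl, 5 uM MgCl2, 0.05% BSA, 1 mM DTT. Fluorescence read at Ex 485/Em 525 nm.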
# USP2a block = USP2a (human) protease inhibition; USP2 core, Ub-CHOP2 coupled fluorogenic reporter, 485/531; Potency, µM (highest dose often 38.3 µM), for the others: at the highest dose activity change, negative = inhibition, most hits filed as inhibitors; O75604; hit rate 0.01% among 330,000;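 further: potency means the concentration at half of the fitted maximal effect; plate controls were DMSO wells for no effect and full inhibition by NEM control for full effect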
#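 USP2 core (10nM final) preincubated 30min RT with compound in 20mM Tris-HCl pH 8.0, 2mM CaCl2, 2mM beta-mercaptoethanol, 0.05% CHAPS; 25nM Ub-CHOP2 plus 25nM reporter substrate added, fluorescence (Ex485/Em531) read after 60min.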
# Tb PFK block = blocks T. brucei phosphofructokinase | hit rate 0.17% among 330,000 | T. brucei PFK, ADP-Glo luminescence | AID 485367 | Potency, µM (series often up to 57.5 µM), inactives show top-dose activity, negative = inhibition, most hits filed as inhibitors;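 further: potency means the concentration at half of the fitted maximal effect; 0% = uninhibited 1x PFK enzyme wells and -100% = no-enzyme wells; nearly all actives have a fitted effect of over 60% in size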
#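 Activity is normalized to no-enzyme wells (full inhibition) and 1.25 nM enzyme wells (no inhibition). Reaction: 0.5 mM F6P, 0.1 mM ATP, 45 min RT, ADP-Glo luminescence; concentration-response curves fitted and classed by quality.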
# Chronic BCR inh = inhibitors of chronic active B-cell receptor signaling | ABC-DLBCL IkBa-CBG/CBR reporter, luminescence ratio, 4 h | Potency, µM (top dose mostly 46.1 µM), inactives show at the highest dose ratio change, negative = lower green/red ratio, actives largely listed as inhibitors | hit rate 0.05% among 340,000; active means well fitted inhibition curve with a large enough effect in the signal ratio, with a control signal flat, not every such curve was filed as active; inconclusive means small, poorly fitted or top-dose-only effect, or effect the other way, or a change in a side signal; the % refers to the signal ratio;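 further: potency means the concentration at half of the fitted maximal effect; plate controls were basal doxycycline-induced cells for no effect and cells given 10 µM MG132 for full effect; MG132 reads +100%, hits lower the ratio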
#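 Doxycycline induced both beetle luciferases in TMD8 lymphoma cells; IKK-driven degradation limits the IkappaBalpha-fused green signal, while red luminescence normalises for cell number and nonspecific effects. Compounds tested up to 46 uM, 4 hrs.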
# uPA surface inh = inhibitors of cell surface uPA generation; Potency, µM (series often up to 38.3 µM), inactives show at the highest dose activity change, negative = inhibition, most hits filed as inhibitors; hit rate 0.31% among 330,000; cell surface uPA generation assay, qHTS; active means well fitted inhibition curve with a large enough effect; inconclusive means small, poorly fitted or top-dose-only effect; inactive means no such curve, though single readings can be large or run the other way; tested in mouse RAW 264.7 cells; further: potency means the concentration at half of the fitted maximal effect; on the % scale 0 is the no-effect control and ±100 the full control effect; nearly all actives have a fitted effect of over 55% in size
# TSHR antagonist = blocks TSH signaling through the human TSH receptor. hit rate 0.2% among 330,000. activity change, negative = inhibition, % at 11.5 µM. TSHR-expressing cells, TSH-stimulated cAMP HTRF, 2 h; stronger effect = lower value. AID 504810;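 active means activity change below a set negative limit, meaning inhibition stronger than a set level, cut at about -70% in these data; inconclusive means activity change between two set negative limits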; further: on the % scale 0 is the no-effect control and ±100 the full control effect
#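 Freshly harvested TSHR cells receive pin-tooled compound, then EC80 TSH at 4nM final. After 2 hours at 37 deg C, antibody in lysis buffer and cAMP-d2 are added; 30 minutes at ambient temperature precede the HTRF read.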
# * hit, by the source's call; ? = inconclusive; [ ] = remark or other dose. Unless noted, the call rests on the fitted dose curve; in most records, active means well fitted curve in the direction sought with a large enough effect; inconclusive means small, poorly fitted or top-dose-only effect, or another doubt; inactive means no such curve, though single readings can be large; an effect the other way counts as inactive or inconclusive.
# Each structure is followed by: TCR act	ELG1 DNA repair	B2AR arrestin	TSG101-PTAP inh	Mito fusion yeast	Eya2 phos inh	USP2a block	Tb PFK block	Chronic BCR inh	uPA surface inh	TSHR antagonist
(1) COC(=O)c1cccc(NC(=O)CSc2nnc(COc3ccc(C#N)cc3)n2-c2ccccc2)c1
    -10.3%	?	-0.2%	-1.3%	0.0%	-3.8%	-1.2%	1.9%	?	-3.8%	-9.2
(2) CC(=O)NC1(c2ccccc2)CCN(Cc2nnnn2C(C)(C)C)CC1
    3.4%	-0.6%	0.2%	-10.4%	-3.7%	14.6%	2.4%	-1.4%	?	-1.4%	-0.7
(3) CCc1cccc(CC)c1NC(=O)C(CC)Sc1nc2ccncc2[nH]1 (stereo unspecified)
    -2.3%	30.1%	-0.1%	5.2%	-0.5%	13.0%	-2.2%	6.7%	1.8%	-2.1%	36.4
(4) CC(=O)Nc1ccc(S(=O)(=O)NNc2cccc(C)c2)cc1
    8.9%	-9.2%	-0.1%	-2.4%	-7.0%	16.2%	2.2%	?	-10.0%	5.2%	-4.7
(5) CSc1nc(N2CCOCC2)c2sccc2n1
    -3.1%	2.3%	-1.0%	-6.1%	4.2%	-3.4%	1.0%	-10.6%	?	-25.1%	10.8
(6) COc1ccc(CN(C)C(=O)C23CC4CC(CC(C4)C2)C3)c(OC)c1
    0.4%	-6.3%	-0.1%	-0.1%	-18.5%	10.2%	1.1%	3.3%	12.1%	3.7%	-4.8
(7) O=C(CN1C(=O)NC2(CCCC2)C1=O)Nc1ccc(Cl)cc1C(F)(F)F
    6.6%	?	-0.2%	-4.8%	-5.9%	11.5%	3.4%	-3.2%	4.4%	6.2%	5.3
(8) Cc1cccc(OCC(=O)N/N=C/CC(C)c2ccccc2)c1C (stereo unspecified)
    0.1%[46.1 µM]	12.9%	-1.9%	0.6%	-4.5%	-3.2%	-10.6%	0.0%	0.0%	3.9%	8.4
(9) O=C(Nc1ccncc1)C1CCN(S(=O)(=O)c2ccc(Cl)cc2)CC1
    7.9%	-10.8%	0.0%	-8.0%	5.2%	-27.8%	1.8%	0.0%	19.6%	-2.3%	8.0
(10) CCC/C=N/Nc1nnc(Cc2ccc(OC)c(OC)c2)c(=O)[nH]1
    -6.3%	1.6%	-0.3%	-1.9%	1.0%	-8.0%	-8.8%	6.1%	-2.1%	-0.4%	-1.6
(11) Cc1csc(NC(=O)CSc2nc(C)nc3c2c(=O)n(C)c(=O)n3C)n1
    3.4%	20.6µM*	3.2%	0.2%	2.8%	-16.4%	3.0%	-5.1%	-0.9%	-4.7%	-10.1
(12) CCS(=O)(=O)N1CCC2(CC1)OCCN2S(=O)(=O)c1ccc(C)cc1
    -1.7%	12.9%	0.3%	-0.4%	-2.4%	-15.8%	1.5%	-3.2%	8.1%	-1.5%	-4.8
(13) Cc1ccccc1NC(=O)Cc1nc(COC(=O)Cc2ccccc2F)cs1
    -1.2%	11.9%	-1.8%	-0.5%	13.6%	18.2%	3.3%	-5.3%	0.9%	-16.2%	-11.7
(14) Clc1ccccc1Cc1noc(CN2CCSCC2)n1
    -5.0%	?	-0.1%	-0.3%	8.7%	6.1%	3.7%	-5.9%	2.9%	-1.2%	8.5
(15) O=C(NCc1ccncc1)C1CCCN(S(=O)(=O)c2ccc(Br)cc2)C1 (stereo unspecified)
    0.6%	?	-0.2%	-2.9%	4.4%	-1.3%	0.4%	0.5%	1.9%	2.0%	-6.5
(16) COc1ccc(CN2CCCC(C(=O)c3ccc(Cl)cc3)C2)cc1Cn1cncn1 (stereo unspecified)
    -2.1%	?	3.9%	-4.7%	-5.1%	-11.3%	-0.2%	-3.5%	-8.9%	0.7%	8.4
(17) Cc1cc(OC(C)C(=O)NCc2ccncc2)c2c(C)c(C)c(=O)oc2c1 (stereo unspecified)
    0.3%	0.0%	-0.5%	-8.6%	3.2%	10.1%	1.0%	0.5%	-5.6%	-0.3%	3.5
(18) COC(=O)C(NC(=O)CCc1nnc2ccc(N3CCCCC3)nn12)C(C)C (stereo unspecified)
    4.3%	?	0.5%	-6.6%	3.8%	2.4%	-2.2%	0.9%	5.6%	-0.3%	-4.3
(19) COc1ccc(CNC(=O)C2CCCN(S(=O)(=O)c3ccccc3)C2)cc1 (stereo unspecified)
    -0.1%	-10.8%	-0.4%	-6.0%	0.8%	2.5%	-1.1%	1.1%	-0.8%	13.3%	-14.0
(20) Fc1ccc(-c2csc3ncnc(N4CCN(Cc5ccccc5)CC4)c23)cc1
    1.7%	-4.9%	9.4%	-3.6%	-0.4%	4.5%	1.1%	0.4%	3.1%	-2.6%	-24.3
(21) CCOC(=O)c1c(C)[nH]c(C)c1S(=O)(=O)NC(CC)CN1CCOCC1 (stereo unspecified)
    -3.9%	10.4%	0.0%	-1.5%	2.5%	-5.2%	3.5%	0.4%	6.3%	0.2%	-1.6
(22) COc1ccccc1C(=O)C1CCCN(C(=O)c2ccc(C(C)=O)s2)C1 (stereo unspecified)
    -11.2%	-2.3%	-0.4%	-3.1%	-0.9%	2.1%	1.6%	0.3%	0.1%	-9.3%	-12.4
(23) COc1ccc(/C=C/C(=O)O)cc1S(=O)(=O)NCc1ccco1
    -1.6%	?	0.0%	-5.4%	-0.6%	-22.8%	2.1%	-4.0%	2.7%	4.8%	0.2
(24) COc1ccc(N2CCN(C(CNS(=O)(=O)c3ccc4c(c3)OCCO4)c3ccco3)CC2)cc1 (stereo unspecified)
    -2.9%[46.1 µM]	14.6µM*	2.8%	0.4%	7.6%	-6.7%	-16.8%	-9.2%	4.7%	-4.4%	40.3
(25) CC1=C(C(=O)OCc2ccc3c(c2)OCO3)C(c2cccc([N+](=O)[O-])c2)NC(=O)N1 (stereo unspecified)
    -3.9%	7.3µM*	0.0%	-3.6%	16.4%	-3.4%	1.4%	2.0%	-3.6%	-18.6%	3.3
(26) CCC[N+]1(CC#CCC(c2ccccc2)c2ccccc2)CCCCC1
    -3.4%	2.31µM*	0.3%	-1.0%	3.0%	-8.6%	1.6%	0.3%	?	-15.3%	-1.7
(27) CC1(C)CC(=O)CC2(C1)NCC(c1ccccc1Cl)c1c2[nH]c2ccccc12 (stereo unspecified)
    0.0%	?	1.0%	1.3%	2.4%	3.7%	1.0%	2.5%	?	1.1%	-8.1
(28) Cc1noc(C)c1S(=O)(=O)Nc1ccc(C(=O)NCc2ccccc2)cc1
    -5.2%	0.6%	0.3%	-2.8%	1.5%	-9.5%	-2.0%	2.1%	1.1%	-2.9%	8.4
(29) O=C(Cc1nc(=O)c2ccccc2s1)Nc1ccccc1
    2.0%	?	0.6%	-1.2%	-0.4%	-10.6%	2.0%	-3.0%	?	0.2%	26.5
(30) COc1ccc(-c2ncccc2O)cc1
    3.2%	?	-0.1%	-6.2%	-3.4%	-4.7%	4.9%	3.2%	-29.6%	3.4%	-0.4
(31) COc1ccccc1CNC(=O)C1CCN(S(=O)(=O)c2ccc3c(c2)CC(C)N3C(C)=O)CC1 (stereo unspecified)
    -4.1%	?	-0.9%	-4.3%	-11.6%	-2.5%	-0.5%	-0.3%	?	-0.5%	-7.0
(32) C[C@H](NC(=O)c1ccccc1)C(=O)N1CCN(c2ccccc2)CC1
    -3.5%	1.8%	0.2%	-2.9%	3.4%	2.2%	2.1%	0.6%	2.0%	-1.0%	-2.2
(33) C/C=C/C(=O)NCCc1ccc(OC)c(OC)c1
    3.6%	?	-0.1%	-1.0%	-4.4%	-6.6%	0.0%	-3.5%	?	4.6%	3.1
(34) CCCCOC(=O)c1ccc(N2C(=O)CC(N3CCN(C/C=C/c4ccccc4)CC3)C2=O)cc1 (stereo unspecified)
    -7.3%	?	-0.4%	-11.7%	-1.0%	-21.4%	-1.9%	-0.9%	-4.5%	-1.5%	2.4
(35) COc1ccccc1NS(=O)(=O)c1cccc(C(=O)N2CCCCCCC2)c1
    -4.9%	-2.0%	0.2%	-1.4%	0.9%	-1.9%	1.6%	-3.3%	-5.8%	-3.7%	-7.7
(36) COc1cccc(/C=N/n2c(C3CCCCC3)n[nH]c2=S)c1
    -0.7%	-24.4%	0.5%	19.3%	-20.6%	-1.3%	0.4%	-25.8%	-0.1%	11.3%	-21.3
